Screening results deposited in PubChem BioAssay by several laboratories.
EBNA-1 inh: blocks EBNA-1 binding to DNA | EBNA-1 DNA binding, fluorescence polarization | inhibition, % at 14.8 µM | actives 0.34% (n = 300,000); in the data active = inhibition above about 28%
core dimer inh: blocks dimerization of HCV core protein. TR-FRET GST/Flag-core106 dimerization, 1536-well. actives 0.33% (n = 300,000). AID 1899. inhibition, % at 5 µM;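 active = inhibition above the mean of all tested compounds plus 3 SD, set per screening campaign, cut at about 45% in these data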
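Material: Tagged HCV core106 pair (GST and Flag) | Amount: GST-core106 13.5 nM, Flag-core106 17 nM | Medium: KF-containing HEPES buffer, pH 7.45, DTT, CHAPS, BSA | Reagent: Eu donor and XL665 acceptor anti-tag antibodies | Schedule: 4 h at 22.5 °C | Technique: Time-resolved FRET, ex 340 nm, em 617 and 671 nm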
JMJD2C inh: inhibitors of human GASC-1 (JMJD2C) demethylase | Q9H3R0 | GST-JMJD2C(1-420) H3K9me3 demethylation, DELFIA europium | inhibition, % at 2.35 µM | actives 0.069% (n = 330,000) | AID 2099;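 active = more than half of a compound's replicate wells show inhibition beyond 50%, single wells judged on their own value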;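 also: signal counts dimethyl H3K9 product captured on neutravidin plate; 0% = median of DMSO wells and 100% = 0.3 times that DMSO median; strong numbers were not always called active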
TPT1 inh: C. albicans TPT1 enzyme inhibition; recombinant caTPT1, FP RNA substrate dephosphorylation; inhibition, % at 5 µM; actives 0.81% (n = 300,000); AID 1962;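 active = inhibition above the mean of all tested compounds plus 3 SD, set per screening campaign, cut at about 24% in these data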;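 also: plate controls were DMSO alone for no effect and ferristatin control at 100 nM for full effect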
Fh CTSL1 inh: cathepsin L1 inhibition, PFM18AAP counter-screen. inhibition, % at 5.96 µM. recombinant F. hepatica cathepsin L1, Z-Leu-Arg-MCA fluorescence. actives 0.49% (n = 300,000). AID 1906;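 active = inhibition above the mean of all tested compounds plus 3 SD, set per screening campaign, cut at about 17% in these data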;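 also: 0% = plate median of test compound wells and 100% = 1 µM Z-Phe-Ala-diazomethylketone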
PP1 counter: counter-screen for PP5 inhibitors: inhibitors of human PP1-alpha; P62136; purified PP1alpha, OMFP fluorescence; inhibition, % at 6.7 µM; actives 0.9% (n = 320,000); AID 2235;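 active = inhibition above the mean inhibition of all tested compounds plus 3 SD, computed separately for each screening campaign, cut at about 15% in these data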
Target sequence (P62136 whole entry, looked up): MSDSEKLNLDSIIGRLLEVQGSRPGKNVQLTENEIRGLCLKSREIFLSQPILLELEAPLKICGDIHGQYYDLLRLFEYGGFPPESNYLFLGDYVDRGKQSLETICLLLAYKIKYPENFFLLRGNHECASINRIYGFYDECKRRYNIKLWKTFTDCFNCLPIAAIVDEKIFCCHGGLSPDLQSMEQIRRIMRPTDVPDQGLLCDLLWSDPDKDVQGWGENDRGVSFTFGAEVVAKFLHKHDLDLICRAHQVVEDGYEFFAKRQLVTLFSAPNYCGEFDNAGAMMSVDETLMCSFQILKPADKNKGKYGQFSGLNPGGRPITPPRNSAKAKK
Yeast superoxide: yeast age-related superoxide inhibition as caloric restriction mimetic | S. cerevisiae aged cells, superoxide DHE fluorescence; active compounds read low | superoxide response (% of plate mean), % at 10 µM | actives 0.18% (n = 330,000) | AID 2690;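 active = superoxide response under a set limit, about three screen SD below normal, cut at about 65% in these data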;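 also: yeast aged for seven days with compound at 30 °C before DHE staining; 100% = average MFI of all compound-treated wells on the plate with controls excluded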
PP5 primary: inhibitors of human protein phosphatase 5 (PP5). P53041. purified PP5c, OMFP substrate fluorescence. inhibition, % at 6.7 µM. actives 0.18% (n = 320,000). AID 1987;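 active = inhibition above the campaign's mean inhibition across all tested compounds plus 3 SD, cut at about 9.5% in these data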;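 also: 0% = DMSO only and 100% = 100 µM cantharidin control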
Target sequence (P53041 whole entry, looked up): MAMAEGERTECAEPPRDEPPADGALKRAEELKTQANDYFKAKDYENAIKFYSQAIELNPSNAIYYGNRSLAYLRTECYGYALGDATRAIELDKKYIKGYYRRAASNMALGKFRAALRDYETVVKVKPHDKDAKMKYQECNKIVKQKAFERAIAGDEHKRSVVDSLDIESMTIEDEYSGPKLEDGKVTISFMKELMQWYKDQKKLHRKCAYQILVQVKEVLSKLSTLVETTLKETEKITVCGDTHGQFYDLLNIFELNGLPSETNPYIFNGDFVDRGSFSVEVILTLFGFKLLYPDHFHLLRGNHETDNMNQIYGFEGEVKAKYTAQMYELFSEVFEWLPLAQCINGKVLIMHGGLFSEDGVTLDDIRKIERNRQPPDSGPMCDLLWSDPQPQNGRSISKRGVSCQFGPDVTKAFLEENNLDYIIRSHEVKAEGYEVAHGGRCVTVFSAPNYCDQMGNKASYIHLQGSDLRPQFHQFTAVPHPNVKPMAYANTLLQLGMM
ZTA counter: blocks Epstein-Barr virus ZTA, an EBNA-1 counter-screen; ZTA-DNA binding, fluorescence polarization; AID 2234; P03206; actives 0.15% (n = 320,000); inhibition, % at 11 µM; in the data active = inhibition above about 33%
Target sequence (P03206 whole entry, looked up): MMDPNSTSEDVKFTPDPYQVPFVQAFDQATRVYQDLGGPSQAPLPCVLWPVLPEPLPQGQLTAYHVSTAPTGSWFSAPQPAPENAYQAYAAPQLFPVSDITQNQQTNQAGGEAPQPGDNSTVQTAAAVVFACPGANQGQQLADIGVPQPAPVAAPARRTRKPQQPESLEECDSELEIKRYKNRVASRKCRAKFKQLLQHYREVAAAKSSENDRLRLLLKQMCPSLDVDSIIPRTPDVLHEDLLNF
* hit, by the source's call; x = not tested or not shown.

SMILES	EBNA-1 inh	core dimer inh	JMJD2C inh	TPT1 inh	Fh CTSL1 inh	PP1 counter	Yeast superoxide	PP5 primary	ZTA counter
O=C(COc1cccc2c1CCNC2=O)NC1CCCCC1	4	-8	12	0	-3	0	96	0.6	-9
O=C(COC(=O)c1ccccc1C(=O)c1ccccc1)Nc1ccc(SC(F)F)cc1	-4	7	2	-3	-2	3	102	5.2	6
CC(N=Cc1cc([N+](=O)[O-])ccc1O)c1ccccc1 (stereo not drawn)	-1	0	12	-3	7	2	93	-5.6	-10
COCc1cc(=O)n2[nH]c(N)nc2n1	9	0	-13	-2	-1	-3	102	-2.0	14
CN(c1ccccc1)S(=O)(=O)c1cc(C(=O)OCC(=O)N2CCN(C(=O)c3ccco3)CC2)ccc1Cl	9	2	-1	-4	-2	-2	105	-1.3	-4
Cc1ccc(CCNC(=O)C2CC(c3ccccc3[N+](=O)[O-])=NO2)cc1 (stereo not drawn)	3	1	4	0	-3	0	101	0.6	9
O=C(NCC1CCCO1)C(c1ccncc1)N(Cc1ccc(F)cc1)C(=O)CN1C(=O)c2ccccc2S1(=O)=O (stereo not drawn)	14	-3	-1	-3	2	0	100	-0.9	-14
O=C(O)CSc1nc2ccccc2s1	11	-2	11	1	-5	-5	118	-3.0	7
CC(=O)Nc1ccc(CN2CCC(Oc3ccc(C(=O)N4CCCC4)cc3)CC2)cc1	-3	-10	2	0	7	-4	92	-3.5	-13
COc1cccc(OCc2cc(/C=N/NC(=O)c3nc(Cl)c(Cl)c(N)c3Cl)ccc2OC)c1	8	59*	7	13	5	10	118	5.2	0
O=C(c1ccco1)N(Cc1cc2ccccc2[nH]c1=O)C1CCCCC1	-3	9	4	-1	2	-1	90	1.7	-3
O=C(COC(=O)Cc1ccccc1F)Nc1ccc2c(c1)OCCO2	-6	-4	9	2	-8	0	110	1.7	4
O=C(NCC1CCCO1)c1ccc(NC(=O)c2cc(F)c(F)cc2Cl)cc1 (stereo not drawn)	5	-6	14	0	3	-1	102	1.0	10
COc1cccc(NC(=O)CSc2nc3ccccc3c3nc4ccccc4n23)c1	4	6	3	-1	0	5	114	0.6	-8
CC(=O)c1ccc(NC(=O)CSc2ccc3nnc(-c4cccnc4)n3n2)cc1	3	-2	-2	-2	1	1	119	2.1	-4
COc1cc(C)nc(-c2csc(C)n2)n1	2	-5	-20	-1	0	-1	98	-0.1	-14
COc1cc(C(=O)NCC(c2ccco2)N2CCCC2)ccc1OCc1ccccc1 (stereo not drawn)	x	x	x	x	x	1	88	0.0	7
Cc1ncsc1C(=O)Nc1nc2c(s1)CCCC2	0	-4	-3	1	-1	-4	101	1.7	8
COc1ccccc1C(=O)Nc1ccc2c(c1)nc(CN1CCCCC1)n2C	-3	1	2	4	-4	-3	107	-0.6	-10
CCN(CC)c1ccc(/C=N/NC(=O)CNC(=O)c2cccnc2)cc1	-5	-6	10	-1	2	0	105	-0.5	0
COc1cc(NS(=O)(=O)c2ccc(NC(=S)NC(=O)c3sc4cc(F)ccc4c3Cl)cc2)nc(OC)n1	9	13	10	0	-10	-8	92	2.2	15
Cn1c(=O)n(C)c2cc(NC(=O)C(F)(F)F)ccc21	1	0	-4	-1	-1	-4	99	-1.0	-5
CN1C[C@@H]2C(c3ccc(Cl)nc3)C3(c4cccnc4)CC2(C3)[C@H]1c1ccccc1 (stereo partly drawn)	7	-5	-2	3	-2	-2	93	0.5	11
COC(=O)c1c(S(C)(=O)=O)nc(-c2ccccc2)[nH]c1=O	5	-1	-4	-1	-4	-1	83	-0.4	-4
COc1ccc(NC(=O)CSCc2ccc(C#N)cc2)c(OC)c1	-2	4	2	0	-5	-2	104	-3.6	3
SMILES	EBNA-1 inh	core dimer inh	JMJD2C inh	TPT1 inh	Fh CTSL1 inh	PP1 counter	Yeast superoxide	PP5 primary	ZTA counter
CC1CCN(C(=O)COc2cccc3c2CCN(C)C3=O)CC1	-4	0	2	0	-4	-7	91	3.4	-5
COc1ccc(/C=C(/NC(=O)c2ccccc2)C(=O)NCc2ccco2)cc1	6	-1	22	-1	6	0	97	-1.3	-5
CCOC(=O)C1CCCN(C(=O)c2ccc(S(=O)(=O)N3CCOCC3)cc2)C1 (stereo not drawn)	x	x	x	x	x	-5	110	-1.3	-7
Cc1ccc(S(=O)(=O)N2CCCC2C(=O)n2nc(C)cc2C)cc1 (stereo not drawn)	2	3	-7	-1	-3	-3	119	1.7	-4
O=c1c(OC2OC(CO)C(O)C(O)C2OC2OC(CO)C(O)C(O)C2OC2OC(CO)C(O)C(O)C2O)c(-c2ccc(O)c(O)c2)oc2cc(O)cc(O)c12 (stereo not drawn)	-4	-8	x	-2	1	2	103	3.1	7
O=C(NCCc1ccccc1)C1=CCN(S(=O)(=O)c2ccccc2)CC1	0	0	25	1	-3	0	99	2.7	-4
N=C1/C(=C\c2ccc(Br)o2)C(=O)N=C2SC(CC(=O)N3CCOCC3)=NN12	1	0	0	10	1	-4	80	-0.7	2
Cc1nc(-c2ccccc2)sc1-c1nc(-c2cccnc2)ncc1S(=O)(=O)c1ccccc1	-12	-45	-1	-3	1	5	98	2.0	4
Cc1cc(C(=O)N/N=C/C(Cl)=C/c2ccccc2)c(C)o1	-14	1	28	2	4	2	94	3.2	-8
Clc1cccc(-c2ccc(C=Nc3ccc(N4CCOCC4)cc3)o2)c1	17	-1	7	18	2	-2	53*	-1.4	7
COc1ccc(/C=N/NC(=O)c2ccc(O)cc2O)cc1CSc1ccccn1	9	21	-4	2	-1	-1	99	-1.2	11
COc1ccc(-c2nnc(SCC(=O)Nc3sc4c(c3C#N)CCCC4)n2-c2ccccc2)cc1	2	2	-2	-1	5	-2	83	1.9	-6
N#Cc1c(/N=C/N2CCOCC2)sc2c1CCCCC2	9	9	7	1	1	5	107	1.8	6
CSc1ccc(S(=O)(=O)N2CCC(C(=O)Nc3cccnc3)CC2)cc1	6	1	-15	2	1	1	85	-2.3	10
N#Cc1c(-c2ccccc2)ccn(Cc2ccc(Cl)cc2)c1=O	-6	19	4	1	3	6	96	2.5	9
CCC(=O)Nc1ccc(NC(=O)CSc2nnc(-c3ccc(O)cc3)n2CC2CCCO2)cc1 (stereo not drawn)	-1	-1	-2	-3	0	-2	104	0.0	4
O=C1CN(C(=O)COC(=O)c2ccc(N3CCCCCC3)c([N+](=O)[O-])c2)c2ccccc2N1	2	20	-4	-5	1	7	110	1.7	1
O=C(NC1CCCc2ccccc21)c1ccc(F)cc1F (stereo not drawn)	-6	-8	3	1	0	1	90	4.2	-21
Cc1csc(SCC(=O)Nc2cccc(S(=O)(=O)N3CCOCC3)c2)n1	4	4	6	0	2	-5	97	-1.8	11
CCOc1ccc(NS(=O)(=O)c2ccc(C(=O)N(CC)CC(=O)NCc3cccs3)cc2)cc1	10	0	12	-1	2	-1	84	0.4	3
O=C(Nc1cccc(S(=O)(=O)N2CCCCC2)c1)c1cc([N+](=O)[O-])ccc1N1CCOCC1	-7	2	-8	4	0	-6	96	4.0	2
CCCn1cnc2c(=O)oc3ccccc3c21	3	-15	-12	7	11	-5	98	0.8	-7
CC1CCCCC1NC(=O)COC(=O)C12CC3CC(CC(Cl)(C3)C1)C2 (stereo not drawn)	-4	-1	-9	-2	0	3	87	2.3	2
Cc1cc(N2C(=O)CC(C(C)c3ccccc3)C2=O)no1 (stereo not drawn)	4	-2	-1	-4	0	-1	93	0.3	4
CS(=O)(=O)c1ccc(Cl)c(NC(=O)COC(=O)CCN=C2NS(=O)(=O)c3ccccc32)c1	7	-3	-7	-5	-5	-3	91	-1.0	3

6 compounds drawn at random from those above, as already listed:
SMILES	EBNA-1 inh	core dimer inh	JMJD2C inh	TPT1 inh	Fh CTSL1 inh	PP1 counter	Yeast superoxide	PP5 primary	ZTA counter
N=C1/C(=C\c2ccc(Br)o2)C(=O)N=C2SC(CC(=O)N3CCOCC3)=NN12	1	0	0	10	1	-4	80	-0.7	2
COc1ccc(/C=C(/NC(=O)c2ccccc2)C(=O)NCc2ccco2)cc1	6	-1	22	-1	6	0	97	-1.3	-5
Cc1csc(SCC(=O)Nc2cccc(S(=O)(=O)N3CCOCC3)c2)n1	4	4	6	0	2	-5	97	-1.8	11
CS(=O)(=O)c1ccc(Cl)c(NC(=O)COC(=O)CCN=C2NS(=O)(=O)c3ccccc32)c1	7	-3	-7	-5	-5	-3	91	-1.0	3
COc1ccc(/C=N/NC(=O)c2ccc(O)cc2O)cc1CSc1ccccn1	9	21	-4	2	-1	-1	99	-1.2	11
O=C(NC1CCCc2ccccc21)c1ccc(F)cc1F (stereo not drawn)	-6	-8	3	1	0	1	90	4.2	-21

(next part)
SMILES	EBNA-1 inh	core dimer inh	JMJD2C inh	TPT1 inh	Fh CTSL1 inh	PP1 counter	Yeast superoxide	PP5 primary	ZTA counter
CCC(CC)COC(=O)C1=C(C)NC(=O)NC1c1cc(OC)ccc1OC (stereo not drawn)	-2	-3	0	-3	2	1	113	0.4	-11
COCCN(C(=O)CCC(=O)Nc1ccccn1)C(C(=O)NC(C)C)c1ccc(Cl)cc1 (stereo not drawn)	17	4	8	-2	-1	-1	101	-1.6	1
CCOc1ccc(S(=O)(=O)Nc2nccs2)cc1	5	0	-1	1	-1	-3	96	0.9	-3
CCc1cc2c(=O)[nH]c(CC(N)=O)nc2s1	-2	3	-2	8	2	-2	95	-1.5	-2
COc1ccccc1C(=O)NCC(=O)Nc1ccccc1	-2	-1	1	0	2	-2	100	-0.6	1
CCCNC(=O)C1CN(C(=O)c2nn(Cc3ccccc3)c(=O)c3ccccc23)c2ccccc2O1 (stereo not drawn)	x	x	7	x	x	-1	87	2.9	-4
C#CCOC(=O)Nc1cccn(Cc2c(Cl)cccc2Cl)c1=O	-5	-7	99	-1	1	-3	116	0.9	2
Cn1c(=O)c2nnn(/N=C(\c3ccccc3)C3CC3)c2n(C)c1=O	-3	0	7	1	3	-1	99	0.5	-3
CC(C)c1ccc(NC2CCCN(C(=O)c3cnn(C(C)C)c3)C2)cc1 (stereo not drawn)	6	7	1	-1	0	-1	90	0.3	6
Cc1nnc(SCC(=O)Nc2ccc(N(C)C)cc2)n(N)c1=O	0	-2	16	5	-4	-8	112	1.5	-6
CCc1ccccc1NC(=O)CC(c1ccc(OC)cc1)n1cccc1 (stereo not drawn)	-2	12	6	-3	1	1	109	-1.9	0
O=C(O)C1C2CCC(O2)C1C(=O)NCc1ccncc1 (stereo not drawn)	14	-3	0	-4	-2	20*	97	37*	4
COc1ccc(Nc2nnc(SCC3CCCO3)s2)cc1 (stereo not drawn)	-3	-7	2	2	3	-3	111	0.5	6
COc1cc2nc(CSc3nc(-c4ccc(F)cc4)cs3)[nH]c(=O)c2cc1OC	7	7	-5	0	-2	1	93	0.5	4
COc1cccc(NC(=S)/C(=C(\[O-])c2ccc(OC(F)F)cc2)[n+]2ccccc2)c1	-1	5	-2	-2	0	4	133	-0.4	-23
CC(OC(=O)C1=Cc2ccccc2OC1)C(=O)NC1CCCC1 (stereo not drawn)	-2	-3	-15	1	-9	-5	109	2.9	6
Nn1c(SCC(=O)Nc2cccnc2Cl)nnc1-c1ccccc1	x	x	x	x	x	-3	91	0.8	-3
Cc1ccccc1NS(=O)(=O)c1ccc2c(c1)NC(=O)CO2	4	-5	3	-3	-2	-1	104	2.6	12
CC(NC(=O)c1ccco1)C(=O)N1CCN(c2ccccc2)CC1 (stereo not drawn)	-3	-2	14	-2	-4	-3	112	0.4	6
O=C(CCc1nnc(C2CCCCC2)o1)N1CCN(c2ccccc2F)CC1	-4	2	-6	-2	2	0	88	-0.3	-6
Cc1ccc2nc3nc(NCC4CCCO4)c(C(=O)NC4CCCCC4)cc3c(=O)n2c1 (stereo not drawn)	-4	1	3	-1	0	-4	105	-2.6	12
Cc1ccccc1CS(=O)(=O)CCC(=O)NCCCN1CCN(c2ccccc2F)CC1	-1	-3	26	-1	-1	-4	100	0.3	3

Random draw from the library; any-hit rate near 3.1%.
